Screening data deposited in PubChem BioAssay by several laboratories.
S1P2 ag = S1P2 (human) receptor agonism; O95136; S1P2-expressing cell line, agonist reporter read-out; activation, % at 4.5 µM; 97,000 tested, 0.46% active; AID 729; in the data active means activation above about 16%;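 further: 0% = vehicle low control and 100% = maximal reference agonist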
Target sequence (O95136 whole entry, looked up): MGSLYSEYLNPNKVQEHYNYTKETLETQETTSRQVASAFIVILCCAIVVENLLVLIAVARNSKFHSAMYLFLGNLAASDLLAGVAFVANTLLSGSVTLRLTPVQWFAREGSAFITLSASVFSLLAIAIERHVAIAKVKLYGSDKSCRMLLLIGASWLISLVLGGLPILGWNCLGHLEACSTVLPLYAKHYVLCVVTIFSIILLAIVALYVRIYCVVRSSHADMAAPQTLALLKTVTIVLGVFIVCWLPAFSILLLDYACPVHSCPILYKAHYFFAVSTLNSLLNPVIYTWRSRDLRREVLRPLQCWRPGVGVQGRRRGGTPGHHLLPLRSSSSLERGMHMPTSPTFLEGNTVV
PostGolgi yeast = growth inhibition of a yeast mutant, post-Golgi transport screen; AID 739; 98,000 tested, 0.9% active; post-Golgi transport phenotypic cell assay; inhibition, % at 10 µM;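 further: yeast cells grown in 1536-well plates; yeast grown about 18 h at 30C before absorbance read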
H69AR inhibit = growth inhibitors of human H69AR lung tumor cells; H69AR lung tumor viability, ATP luminescence, 72 h; hits give low values; viability, % at 10 µM; 85,000 tested, 6% active;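 active means viability at or below 40%; inactive means viability above 40%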;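 further: multidrug resistant small cell line overexpressing MRP-1 efflux transporter; 100% = mean luminescence of untreated control wells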
Fibroblast inh = blocks proliferation of human lung fibroblasts; LL 47 human lung fibroblast viability, ATP luminescence; hits give low values; viability, % at 10 µM; 85,000 tested, 1.1% active; AID 719;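 active means viability at or below 50% in the single dose screen; inactive means viability above 50%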;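 further: compound exposure lasted 72 h before the ATP readout; 100% = median luminescence of untreated cell-only wells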
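Test system: LL 47 human lung fibroblasts / Incubation: 72 h compound exposure at 37 °C after overnight plating / Technique: luminescent ATP detection, CellTiter-Glo / Compound dosing: 0.1% DMSO in all compound wells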
PostGolgi ctrl = inhibits growth of the yeast control strain; AID 738; inhibition, % at 10 µM; 98,000 tested, 5% active; efflux-deficient yeast background strain, growth absorbance A615, 16 h
DAT uptake mod = modulates human dopamine transporter uptake under cocaine | Q01959 | LLC-PK1 hDAT cells, [14C]-dopamine uptake with cocaine IC80; actives deviate in either direction | B-score at 10 µM | 110,000 tested, 1.3% active;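 active means Z score or B-score, a plate-position-corrected score, falls beyond the plate's 99.7% confidence bounds, in either direction; inactive means both scores lie inside the 99.7% bounds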;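 further: scored against the spread of the other compound wells on the same plate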
Target sequence (Q01959 whole entry, looked up): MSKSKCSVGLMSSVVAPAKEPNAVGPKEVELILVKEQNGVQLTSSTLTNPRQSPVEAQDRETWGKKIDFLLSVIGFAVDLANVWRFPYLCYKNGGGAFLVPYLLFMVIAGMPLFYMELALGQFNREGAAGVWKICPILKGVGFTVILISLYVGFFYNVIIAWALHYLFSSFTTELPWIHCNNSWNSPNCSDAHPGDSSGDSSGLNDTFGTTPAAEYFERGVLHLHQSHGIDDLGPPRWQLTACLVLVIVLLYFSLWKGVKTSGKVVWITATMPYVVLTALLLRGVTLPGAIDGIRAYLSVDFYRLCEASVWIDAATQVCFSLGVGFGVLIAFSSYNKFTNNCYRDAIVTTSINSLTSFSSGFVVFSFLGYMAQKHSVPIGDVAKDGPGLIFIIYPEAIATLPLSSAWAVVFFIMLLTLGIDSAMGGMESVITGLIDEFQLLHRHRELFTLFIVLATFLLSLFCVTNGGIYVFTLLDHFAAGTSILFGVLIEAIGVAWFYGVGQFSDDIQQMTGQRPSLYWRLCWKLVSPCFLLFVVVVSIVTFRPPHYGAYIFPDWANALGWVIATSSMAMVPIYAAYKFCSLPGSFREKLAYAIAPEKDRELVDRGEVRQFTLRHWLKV
Ecoli WT expand = E. coli BW25113 growth inhibition, expanded screen. OD600 absorbance. growth inhibition, % at 100 µM. 98,000 tested, 0.15% active;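 active means growth inhibition above about 50% at one test dose, limit read from the data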;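 further: growth measured after 20 h incubation at 37 °C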
S1P2 blocker = S1P2 (human) receptor antagonism; O95136; 97,000 tested, 0.21% active; cell-based S1P2 antagonist assay, inhibition at 5 uM; inhibition, % at 5 µM; in the data active means inhibition above about 45%;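 further: CRE beta-lactamase reporter cells expressing human S1P2 stimulated with S1P; 0% = agonist at EC80 alone and 100% = agonist plus reference antagonist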
HUVEC inhibit = inhibitors of human endothelial cell proliferation; 86,000 tested, 1.1% active; HUVEC proliferation, CellTiter-Glo luminescence, 72 h; hits give low values; viability, % at 10 µM (by protocol); AID 648;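 active means viability at or below 30%; inactive means viability above 30%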;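 further: 100% = median luminescence of DMSO-only cell control wells on each plate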
* = called active by the depositor; · = no result given. Unless noted, no stated cut-off is given here; in the data, active means inhibition above about 30%; inactive means the rest.

SMILES	S1P2 ag	PostGolgi yeast	H69AR inhibit	Fibroblast inh	PostGolgi ctrl	DAT uptake mod	Ecoli WT expand	S1P2 blocker	HUVEC inhibit
O=S(=O)(Cc1ccccc1)Nn1cnnc1	·	0.3	·	·	1.7	0.522	0.0	·	·
Cc1ccc(C(=O)COC(=O)c2ccc3c(c2)C(=O)N(c2cccc4ncccc24)C3=O)cc1C	-5.2	3.5	·	·	1.7	1.42	0.0	16.3	·
CCCOc1ccc(CSC2=NCCN2)cc1[N+](=O)[O-]	-1.9	1.6	·	·	8.8	·	8.0	9.1	·
CCc1ccc(NC(=O)c2cccnc2)cc1	-3.1	3.3	80.6	94.0	5.1	0.391	4.0	-0.2	98.3
OC1CN=C2Sc3ccccc3N2C1 (configuration not stated)	-2.9	-13.1	104.0	94.6	11.3	1.35	-4.0	-16.1	89.6
COC(=O)c1cccc(NC(=O)c2nn(C)c(=O)c3ccccc23)c1	·	-8.8	74.3	102.5	-5.5	1.47	-8.0	·	86.4
O=S(=O)(/N=C/N1CCOCC1)c1ccc(Cl)cc1	1.3	-4.7	93.2	91.6	26.5	-0.987	-3.0	6.7	96.6
COc1ccc(Cl)cc1NC(=O)Cn1cccc1	-7.0	-5.3	95.6	92.0	6.4	-0.432	-5.0	-16.1	91.2
c1ccc(CSc2ncccn2)cc1	0.1	4.8	106.5	95.2	6.3	-0.0514	16.0	12.6	95.3
Nc1cc(Cl)ccc1Oc1ccccc1	-5.6	1.9	·	·	4.4	0.583	21.0	-3.1	·
O=C(Nc1ccc2c(c1)OCO2)c1cc(C2CC2)on1	·	-4.8	64.8	96.6	3.7	0.538	5.0	·	33.1
Cc1ccc(-c2cc(C(F)F)nc(NCc3cccnc3)n2)cc1	-7.3	0.9	60.8	80.8	43.8*	-0.117	3.0	-11.9	81.6
COc1ccccc1NC(=O)CN1C(=O)CCS(=O)(=O)c2ccccc21	-4.2	4.4	102.4	104.4	11.4	1.45	2.0	-8.5	106.5
COc1cccc(N2CCN(C(=S)NCc3ccco3)CC2)c1	-7.0	1.7	·	·	5.8	0.279	10.0	-5.3	·
COc1ccc(C2N3CC4(C)CN2CC(C)(C3)C4=O)cc1OC (configuration not stated)	-7.3	-9.0	87.8	103.8	2.7	-2.35	0.0	14.3	91.4

Structures listed so far that bear a hit mark in PostGolgi ctrl:
molecule	S1P2 ag	PostGolgi ctrl	DAT uptake mod	S1P2 blocker
Cc1ccc(-c2cc(C(F)F)nc(NCc3cccnc3)n2)cc1	-7.3	43.8*	-0.117	-11.9

Continuation:
SMILES	S1P2 ag	PostGolgi yeast	H69AR inhibit	Fibroblast inh	PostGolgi ctrl	DAT uptake mod	Ecoli WT expand	S1P2 blocker	HUVEC inhibit
CC1=CC(c2ccccc2)n2nc(N3C(=O)C4CC=CCC4C3=O)nc2N1 (configuration not stated)	-3.1	6.3	106.5	95.4	2.0	0.0703	-6.0	11.3	96.4
O=C(C1CCCO1)N1CCC(O)(c2ccccc2)CC1 (configuration not stated)	-9.7	-2.9	98.1	96.5	14.3	-1.27	-2.0	7.1	98.6
N#Cc1ccc(-n2c(-c3ccccc3)nnc2-c2ccccc2)cc1C#N	-3.5	3.7	74.5	87.5	40.7*	0.325	-11.0	16.5	97.4
O=S1(=O)N=C(Nc2ccc(O)c(CN3CCCCC3)c2)c2ccccc21	·	-1.8	32.9*	·	10.3	-0.0149	2.0	·	99.8
COc1ccc(-c2noc(CSc3nc(N)c(-c4ccccc4)c(=O)[nH]3)n2)cc1OC	0.5	-1.0	64.3	100.4	12.3	-2	-13.0	-12.1	100.8
O=C(CSc1nc(-c2ccco2)cc(C(F)(F)F)n1)NCCCn1ccnc1	-3.8	-6.4	87.9	101.4	2.4	0.144	5.0	-4.5	102.6
CC1(C)NC(=O)N(CC(O)CN2CCCCC2)C1=O (configuration not stated)	-0.6	-1.6	92.6	102.7	-0.2	-0.301	1.0	-2.4	98.5
CC(C)Oc1ccc(NC(N)=O)cc1	·	·	89.9	100.7	·	1.52	·	·	94.1
Cc1sc2ncn3c(C)nnc3c2c1C	-7.0	-3.5	94.5	95.1	5.1	-0.194	4.0	8.9	93.7
COc1cccc(NC(=O)C(NC2CCCC2)c2ccccc2)c1 (configuration not stated)	-4.4	-4.3	77.9	89.6	6.1	-0.937	3.0	-4.8	103.7
Nn1c(SC/C=C/c2ccccc2)nnc1-c1cccnc1	-7.4	7.0	89.0	96.7	6.5	0.0111	5.0	-6.5	104.7
Cc1noc(C(=O)Nc2ccc3c(c2)OCO3)c1Cl	-4.6	2.7	85.9	96.5	11.6	0.118	-7.0	10.1	79.0
O=C(NCCN1CCN(c2ccccc2F)CC1)C1CC(=O)N(C2CCCC2)C1 (configuration not stated)	21.3*	-2.0	92.3	105.8	7.3	-0.35	1.0	11.1	103.4
CCC(C)(C)n1nnnc1C(c1ccc(OC)c(OC)c1)N1CCN(c2ccccc2)CC1 (configuration not stated)	-5.0	-4.4	83.5	92.9	-5.4	-0.18	-10.0	-15.4	98.0
CC1(c2ccccc2)CC(C)(C)N(C(=O)C2CCCO2)c2ccccc21 (configuration not stated)	-1.2	-4.0	78.1	94.9	65.9*	-0.838	-14.0	-21.1	106.4

Profiles from above. Order of screens: S1P2 ag, PostGolgi yeast, H69AR inhibit, Fibroblast inh, PostGolgi ctrl, DAT uptake mod, Ecoli WT expand, S1P2 blocker, HUVEC inhibit
O=C(NCCN1CCN(c2ccccc2F)CC1)C1CC(=O)N(C2CCCC2)C1 (configuration not stated) across the screens: 21.3*, -2.0, 92.3, 105.8, 7.3, -0.35, 1.0, 11.1, 103.4
Cc1sc2ncn3c(C)nnc3c2c1C across the screens: -7.0, -3.5, 94.5, 95.1, 5.1, -0.194, 4.0, 8.9, 93.7
COc1cccc(NC(=O)C(NC2CCCC2)c2ccccc2)c1 (configuration not stated) across the screens: -4.4, -4.3, 77.9, 89.6, 6.1, -0.937, 3.0, -4.8, 103.7

New compounds follow:
SMILES	S1P2 ag	PostGolgi yeast	H69AR inhibit	Fibroblast inh	PostGolgi ctrl	DAT uptake mod	Ecoli WT expand	S1P2 blocker	HUVEC inhibit
FC(F)Oc1ccc(NC(=S)NN2CCOCC2)cc1	1.1	6.7	·	·	1.9	-1.44	-1.0	-1.8	·
Cc1noc(/C=C/N(C)C)c1S(=O)(=O)N1CCCC(C(=O)N2CCc3ccccc32)C1 (configuration not stated)	-3.9	·	56.0	89.7	·	·	·	12.3	98.4
Cc1ccc(-c2noc(CCC(N)=O)n2)cc1	·	2.8	91.3	94.8	3.1	-0.47	7.0	·	96.3
O=C1NC2=C(CCc3ccccc32)C(c2ccc(Br)cc2)N1 (configuration not stated)	-1.4	7.6	89.0	88.6	18.5	-0.469	9.0	2.5	92.3
O=C(Nc1ccccc1C(=O)O)c1cncc(Br)c1	-0.9	-6.7	91.6	106.1	-0.6	2.32	-15.0	3.2	81.7
O=C(Nc1nccs1)c1cc(S(=O)(=O)N2CCOCC2)ccc1Cl	·	·	83.8	101.1	·	-0.12	·	·	86.0
CCOc1cc(C(=O)OCC(=O)c2c(N)n(C)c(=O)n(C)c2=O)cc(OCC)c1OCC	-0.8	-2.2	54.9	98.1	9.8	-0.511	-3.0	-12.4	89.7
CCCCC1(CCCC)NC(=S)N(Nc2ccc(C)cc2)C1=O	-7.4	-10.3	103.4	96.5	-8.2	-0.0163	0.0	9.5	92.7
Cc1cc(C)nc(SCC(=O)Nc2ncc3c(n2)CCCC3=O)n1	-0.7	5.6	91.2	103.0	2.3	1.64	9.0	-7.5	93.5
O=C(NCc1cccnc1)c1cccn2c(=O)c3sccc3nc12	-1.4	1.1	·	·	8.1	1.13	-3.0	-16.6	·
CC(=O)O[C@H]1CC[C@@]2(C)C(CCC3C2CC[C@]2(C)OC(=O)CCC32)C1 (some centres not stated)	-1.2	·	89.6	91.7	·	-0.257	·	-14.0	103.1
C=CCOc1ccc(/C(CC)=N/O)c(OC)c1	-3.1	16.5	98.9	99.8	2.6	1.4	2.0	-1.8	81.2
O=C(NCc1ccco1)c1cc(-c2ccccc2)nc2ccccc12	1.1	0.3	80.2	102.7	15.2	1.03	-7.0	-25.1	94.4
Cc1ccc(OCC(O)CNC(=O)c2ccccc2C(=O)O)cc1 (configuration not stated)	-6.1	10.6	·	·	5.9	-0.29	0.0	12.1	·
COC(=O)COc1ccc(S(=O)(=O)N2CCN(c3ccccc3F)CC2)cc1C	-6.7	-0.2	110.7	87.2	17.8	-0.478	-6.0	-9.4	66.0
Cc1ccccc1NC(=O)c1cnn(-c2ccccc2)c1NC(=O)c1ccco1	-5.1	·	84.4	97.4	·	0.506	·	8.4	97.3
CCOC(=O)CSc1nnc([C@@H](NC(=O)OC(C)(C)C)C(C)C)o1	0.8	7.5	96.7	106.4	6.5	0.584	4.0	18.3	99.7
CCOC(=O)N1CCN(C(=O)c2ccc3c(c2)ncn3C2CCCC2)CC1	-1.6	9.0	89.1	96.6	6.5	0.641	2.0	15.2	85.0
CC(C)(C)c1ccc(C(=O)CSc2nc3ccccc3c(=O)[nH]2)cc1	0.1	-7.3	·	·	7.0	-0.436	-6.0	6.6	·
O=C(Nc1cccc(Cl)c1)OCc1ccccn1	-7.8	1.6	97.6	99.7	9.8	0.0108	17.0	-8.4	93.2
COc1cc2c(=O)n(Cc3ccccc3)c(=O)n(CC(=O)NCCc3ccccc3)c2cc1OC	-8.2	1.9	33.4*	64.5	5.9	-0.253	-3.0	-2.2	75.9
CCOC(=O)C1CCN(c2c(NCCCN(CC)c3ccccc3)c(=O)c2=O)CC1	-3.0	11.7	84.8	99.8	11.5	0.0226	-5.0	0.1	88.8
COc1ccccc1N1C(=O)c2ccccc2NC1C(OC)OC (configuration not stated)	-4.8	·	94.8	97.6	·	-1.36	·	7.9	94.6
O=C(CC(=O)NN=C1CCCC1)NCCc1ccccc1	-8.4	-4.2	·	·	-6.0	·	8.0	4.4	·
O=C(NC(=S)Nc1ccc2oc(-c3cccnc3)nc2c1)c1cccc(Cl)c1	-3.5	16.3	·	·	-3.8	·	-3.0	-2.4	·
Cc1ccc(OCC(=O)N2CCN(c3nnc(-c4ccc(C)cc4)c4ccccc34)CC2)cc1	-3.5	-2.1	43.0	80.9	71.3*	0.594	-9.0	-1.8	59.0
O=C(Cc1ccccc1)Nc1cc(C(=O)c2ccccc2)ccc1N1CCOCC1	-1.2	1.7	64.4	101.4	10.6	2.23	-22.0	-51.4	88.9
O=C(C1CCN(S(=O)(=O)c2ccccc2)CC1)N1CCOCC1	-1.4	-7.6	96.8	107.8	0.8	0.268	0.0	1.0	95.8
CCOC(=O)N1CCN(C(=O)CN(c2ccc(OC)c(OC)c2)S(C)(=O)=O)CC1	-3.4	-0.9	102.1	101.0	14.8	-0.171	-1.0	-13.1	106.4
O=C(Nc1nccs1)c1cnccn1	-3.7	4.7	101.4	103.8	1.2	-0.299	-8.0	1.4	87.4
Cn1c(=O)c(-c2ccccc2)nn2c3ccccc3nc12	-3.3	-4.6	81.4	87.1	12.0	-0.517	-2.0	12.3	95.5
Cc1c(O)c(CN2CCCC2)cc2c1oc(=O)c1ccccc12	-3.6	8.7	70.6	102.3	19.6	-0.0171	0.0	4.9	109.0
Cc1ccc(C(=O)N2CCN(c3ccc(NC(=O)c4cccnc4)cc3)CC2)cc1	-8.8	2.1	91.8	110.2	0.5	0.144	4.0	15.6	99.1
O=C(Nc1ccccc1-c1nnn(CC(=O)N2CCCc3ccccc32)n1)c1cccc(Cl)c1	-3.8	·	102.4	52.5	·	0.186	·	-11.6	90.6
O=C(CN1CCSCC1)N/N=C/c1ccc(F)c(F)c1	3.1	-6.0	90.4	94.3	-9.8	-0.661	-14.0	10.1	98.9
O=C(NO)c1ccccc1O	·	·	84.0	100.1	·	-0.516	·	·	101.1
Cc1cc(N2CCC(C)CC2)nc(SCC(=O)c2ccccc2)n1	0.3	·	39.5*	92.4	·	-0.993	·	-26.2	87.6
CCn1c(SCC(=O)OCc2ccccc2)nc2c1c(=O)n(C)c(=O)n2C	-3.2	2.3	91.5	105.1	0.5	0.419	-2.0	4.0	97.2
COc1ccccc1CNC(=O)CCS(=O)(=O)c1cccs1	·	1.1	105.1	104.4	0.4	-1.53	8.0	·	103.1
